Source: PubChem (National Center for Advancing Translational Sciences (NCATS))
Integrin act MD – activates integrin-mediated alleviation for muscular dystrophy | alpha7betagal myoblasts, beta-gal FDG fluorescence, 48 h | Potency, µM (top dose mostly 38.3 µM), without a hit: at the top dose activation, actives largely listed as activators | actives 0.064% (n = 350,000) | AID 624291;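 note: potency is the fitted concentration of half-maximal effect; 100% = response of the positive control SU9516; nearly all actives have a fitted effect of over 60% in size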
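alpha7betagal+/- myoblasts (passage 13, 250/well) treated 48 h at 37C with compounds at 1:260 dilution of DMSO stock. Lysed, then beta-galactosidase activity read as FDG fluorescence (ex 480/em 540) after 30 min, with pre-read for autofluorescence.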
TSG101-PTAP inh – blocks PTAP/TSG101 interaction to inhibit HIV-1 budding; Q99816; Fluorescence polarization, FITC-PTAP peptide / Tsg101 binding; Potency, µM (doses to about 115 µM), without a hit: at the top dose activity change, negative = inhibition, usual class: inhibitors; 340,000 tested, under 10 active; AID 493005; active = well fitted inhibition curve with a large enough effect in the main read-out, with a control signal flat, not every such curve was filed as active; inconclusive = small, poorly fitted or top-dose-only effect, or effect the other way, or a change in a side signal; inactive = no such curve, though single readings can be large or run the other way; note: potency is the fitted concentration of half-maximal effect; % of control where 0% means no effect
Target sequence (Q99816 whole entry, looked up): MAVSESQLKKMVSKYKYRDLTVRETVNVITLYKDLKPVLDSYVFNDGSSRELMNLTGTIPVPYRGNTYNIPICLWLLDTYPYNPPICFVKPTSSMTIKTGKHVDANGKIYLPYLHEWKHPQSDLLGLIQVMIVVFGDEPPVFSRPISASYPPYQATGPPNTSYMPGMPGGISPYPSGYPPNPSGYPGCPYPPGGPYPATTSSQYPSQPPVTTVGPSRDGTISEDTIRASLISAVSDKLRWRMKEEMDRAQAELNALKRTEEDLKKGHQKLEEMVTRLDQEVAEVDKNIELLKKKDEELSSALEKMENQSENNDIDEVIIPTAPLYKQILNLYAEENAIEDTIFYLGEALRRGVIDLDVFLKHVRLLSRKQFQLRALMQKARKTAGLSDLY
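Tsg101 binding domain (10 uM final) was mixed with compound and a FITC-labeled PTAP peptide (50 nM final) in HEPES pH 7.5 buffer with NaCl, Tween 20, EDTA and TCEP; fluorescence polarization was read after 20 min at r.t.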
Tb PFK block – blocks T. brucei phosphofructokinase; O15648; T. brucei PFK, ADP-Glo luminescence; actives 0.17% (n = 330,000); Potency, µM (series often up to 57.5 µM), inactives show top-dose activity, negative = inhibition, most hits filed as inhibitors;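 note: potency is the fitted concentration of half-maximal effect; 0% = uninhibited 1x PFK enzyme wells and -100% = no-enzyme wells; nearly all actives have a fitted effect of over 60% in size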
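Activity is normalized to no-enzyme wells (full inhibition) and 1.25 nM enzyme wells (no inhibition). Reaction: 0.5 mM F6P, 0.1 mM ATP, 45 min RT, ADP-Glo luminescence; concentration-response curves fitted and classed by quality.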
A-T KAP1 phos – potential ataxia-telangiectasia treatments restoring KAP-1 phosphorylation | […] A-T fibroblasts, KAP-1 phosphorylation AlphaLISA; neocarzinostatin DNA damage 30 min before lysis | Potency, µM (highest dose often 57.5 µM), for inactives: top-dose activation, hits mostly activators | actives 0.19% (n = 320,000); note: potency is the fitted concentration of half-maximal effect; % of control where 0% means no effect; nearly all actives have a fitted effect of over 45% in size
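hTERT-immortalized A-T patient fibroblasts ([…]), 500 cells/well in OPTI-MEM, 1% FBS, got compounds for 60 min, then NCS for 30 min at 37C. Lysates were then assayed for phospho-KAP-1 by AlphaLISA (anti-pKAP1 donor, anti-KAP1 acceptor beads), 6 hr at 25C.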
TCR activator – activates T cell receptor signaling; primary human leukocytes, anti-CD3, IL-2 HTRF, 48 h; Potency, µM (doses to about 9.22 µM), for inactives: at the top dose activation of IL-2 secretion, hits mostly activators; 330,000 tested, under 10 active; AID 504894; note: % of control where 0% means no effect
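IL-2 produced over 48 hr by a-CD3 bead-stimulated primary human leukocytes exposed to compounds was detected with a homogeneous time-resolved FRET immunoassay, 665nm acceptor signal after 320nm excitation.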
ASM inhibitor – blocks human secretory acid sphingomyelinase; P17405; placental ASM, HMU-PC fluorogenic substrate, 60 min; Potency, µM (highest dose often 57.5 µM), for inactives: at the top dose activity change, negative = inhibition, actives largely listed as inhibitors; actives 0.006% (n = 340,000); AID 504937; note: potency is the fitted concentration of half-maximal effect
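Fluorescence read-out (Ex 386 nm, Em 447 nm) after stopping the reaction at pH 10. Enzyme: ASM from human placenta; substrate HMU-PC0, 9 uM final; 60 min, 37 °C. Compound preincubation 10 min, ambient temperature.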
Mito fusion act – blocks mitochondrial division or promotes mitochondrial fusion | S. cerevisiae fusion-defective mutant growth rescue, CellTiterGlo 48 h | Potency, µM (highest dose often 46.1 µM), for inactives: top-dose growth rescue (activation), most hits filed as activators | AID 485298 | actives 0.23% (n = 320,000);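 note: potency is the fitted concentration of half-maximal effect; % of control where 0% means no effect; nearly all actives have a fitted effect of over 45% in size; temperature-sensitive fusion mutants such as fzo1-1 at 37 °C on non-fermentable ethanol glycerol medium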
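Yeast fusion mutant, YPEG (non-fermentable carbon), compound, 48 h at 37C non-permissive; CellTiterGlo added, 10 min RT, luminescence read. Rescued growth = division inhibition.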
TSHR antagonist – antagonists of human thyroid stimulating hormone receptor; actives 0.2% (n = 330,000); activity change, negative = inhibition, % at 11.5 µM; TSHR-expressing cells, TSH-stimulated cAMP HTRF, 2 h; stronger effect = lower value;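 active = activity change below a set negative limit, meaning inhibition stronger than a set level, cut at about -70% in these data; inconclusive = activity change between two set negative limits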; note: % is set by controls: 0 for no effect and ±100 for the full control effect
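Competitive HTRF cAMP read-out (cryptate anti-cAMP antibody, cAMP-d2; 30 min, room temperature) in freshly harvested TSHR cells. Compounds added before TSH at EC80 (4nM final), followed by 2 hours' incubation at 37 deg C.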
Chronic BCR inh – chronic active BCR signaling inhibition; Potency, µM (highest dose often 46.1 µM), without a hit: at the highest dose ratio change, negative = lower green/red ratio, hits mostly inhibitors; AID 493014; ABC-DLBCL IkBa-CBG/CBR reporter, luminescence ratio, 4 h; actives 0.05% (n = 340,000); active = well fitted inhibition curve with a large enough effect in the signal ratio, with a control signal flat, not every such curve was filed as active; inconclusive = small, poorly fitted or top-dose-only effect, or effect the other way, or a change in a side signal; the % refers to the signal ratio;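 note: potency is the fitted concentration of half-maximal effect; plate controls were basal doxycycline-induced cells for no effect and cells given 10 µM MG132 for full effect; MG132 reads +100%, hits lower the ratio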
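TMD8 human ABC-DLBCL cells with doxycycline-inducible IκBα–green luciferase fusion and unfused red luciferase, in 0.5% FBS medium; compounds up to 46 uM, 4 h at 37C. Green/red luminescence ratio, filter-overlap corrected, fitted to concentration-response curves.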
ELG1 repair inh – blocks ELG1-dependent DNA repair in HEK293T cells; HEK293T ELG1-luciferase reporter, luminescence, 16 h; DNA damage induced by 5-fluorouridine; Potency, µM (highest dose often 46.1 µM), inactives show at the highest dose activity change, negative = inhibition, most hits filed as inhibitors; actives 2.3% (n = 330,000); AID 504467; note: potency is the fitted concentration of half-maximal effect; % is set by controls: 0 for no effect and ±100 for the full control effect; nearly all actives have a fitted effect of over 55% in size
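DMSO vehicle served as the neutral condition. Each well held 2,000 cells given 5-fluorouridine plus compound; after 16 hr at 37 °C/5% CO2, ONE-Glo was added and luciferase measured 30 min later.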
Eya2 phos inh – inhibitors of human Eya2 phosphatase activity; O00167; recombinant Eya2, OMFP fluorescence dephosphorylation (OMFP is methylfluorescein phosphate); Potency, µM (titrated, usually from 76.9 µM), for the others: at the highest dose activity, negative = inhibition, hits mostly inhibitors; actives 0.006% (n = 330,000); note: potency is the fitted concentration of half-maximal effect; % is set by controls: 0 for no effect and ±100 for the full control effect
Target sequence (O00167 whole entry, looked up): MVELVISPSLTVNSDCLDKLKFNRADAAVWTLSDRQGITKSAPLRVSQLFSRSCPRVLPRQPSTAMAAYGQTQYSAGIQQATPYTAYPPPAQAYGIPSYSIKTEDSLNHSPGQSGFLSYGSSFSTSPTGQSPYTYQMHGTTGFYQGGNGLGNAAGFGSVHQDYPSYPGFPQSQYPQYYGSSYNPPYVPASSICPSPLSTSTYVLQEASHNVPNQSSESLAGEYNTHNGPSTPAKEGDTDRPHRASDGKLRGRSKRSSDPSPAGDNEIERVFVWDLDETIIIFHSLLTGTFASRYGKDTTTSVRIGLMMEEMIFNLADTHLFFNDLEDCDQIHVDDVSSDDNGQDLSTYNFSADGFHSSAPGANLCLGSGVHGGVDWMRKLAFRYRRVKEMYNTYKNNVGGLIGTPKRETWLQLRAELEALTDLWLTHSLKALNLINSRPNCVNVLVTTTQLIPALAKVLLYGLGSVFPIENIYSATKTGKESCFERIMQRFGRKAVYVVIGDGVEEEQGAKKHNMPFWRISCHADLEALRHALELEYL
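Eya2 (0.2 uM) preincubated 10 min at ambient with compound, then OMFP substrate added at 50 uM; 10 min reaction in 50 mM HEPES pH 7.5, 50 mM NaCl, 5 uM MgCl2, 0.05% BSA, 1 mM DTT. Fluorescence read at Ex 485/Em 525 nm.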
* hit, by the source's call; ? = inconclusive; . = no result given; [ ] = dose if it differs, or a comment. Unless noted, calls come from the whole dose curve; as a rule, active = well fitted curve in the direction sought with a large enough effect; inconclusive = small, poorly fitted or top-dose-only effect, or another doubt; inactive = no such curve, though single readings can be large; an effect the other way counts as inactive or inconclusive.

SMILES | Integrin act MD | TSG101-PTAP inh | Tb PFK block | A-T KAP1 phos | TCR activator | ASM inhibitor | Mito fusion act | TSHR antagonist | Chronic BCR inh | ELG1 repair inh | Eya2 phos inh
CC1CN(c2nnc(-c3ccccc3)c3ccccc23)CC(C)O1 (centres undefined) | 5% | -2% | -2% | 4% | 10% | -1% | -1% | -15 | 1% | -14% | -7%
CC(C)c1ccc(NC(=O)c2csnn2)cc1 | 5% | -5% | -4% | 11% | 2% | -2% | 0% | -3 | ? | ? | 13%
Cc1ccc(N(CC(=O)N2CCOCC2)S(C)(=O)=O)cc1Cl | -18% | 4% | -4% | -5% | -4% | -1% | 2% | -5 | 7% | -3% | ?
CN(C)/C=C(/C(=O)c1ccccc1Cl)S(C)(=O)=O | 9% | 0% | 2% | -1% | 4% | 0% | -3% | -6 | 0% | 16% | -5%
O=C(NCC1CCCO1)c1sc(=S)n2c1[nH]c(=O)c1ccc(C(=O)N3CCCCC3)cc12 (centres undefined) | -3% | -13% | 2% | -11% | -1% | -2% | 0% | -35 | ? | -17% | 9%
CC1CCc2c(sc(NC(=O)Cn3nc(C(=O)O)c4ccccc4c3=O)c2C#N)C1 (centres undefined) | 6% | -1% | -1% | -12% | 3% | -19% | 7% | 3 | 0% | ? | -7%
CC(=O)C1=C(O)C(=O)N(Cc2ccco2)C1c1ccc(F)cc1 (centres undefined) | -5% | 1% | -10% | -8% | -5% | 3% | -2% | 11 | 3% | 7% | -8%
O=Cc1ccccc1OCCN1CCCC1=O | -26% | -3% | 2% | 17% | 7% | 2% | -7% | 17 | ? | 23% | 1%
O=C(c1cc(-c2ccco2)nc2ccccc12)N1CCN(c2ccc(F)cc2)CC1 | 7% | -6% | 0% | 3% | 3%[46.1 µM] | 3% | 9% | -6 | -5% | ? | 0%
O=C(Nc1cc2c3c(c1)CC(=O)N3CCC2)C1CC1 | -2% | -2% | 0% | . | -3% | -2% | 1% | -18 | ? | ? | 9%
Cc1ccc(NC(=O)Cn2ccnc2)cc1C | -3% | -6% | 0% | 1% | . | 2% | -6% | 8 | 5% | 7% | 9%
CC(=O)n1nc(-c2ccc(C)cc2)nc1NCc1ccco1 | 13% | -4% | -1% | 2% | -4% | -1% | 2% | -2 | 10% | ? | -8%
Cc1c(C(=O)NN)sc(-c2ccccc2)c1C#N | -12% | -3% | -5% | 1% | 11% | 0% | 9% | -8 | -5% | ? | -1%
O=C(OCc1nc2scc(-c3ccccc3)c2c(=O)[nH]1)c1ccco1 | 0% | -3% | -5% | -1% | -2% | . | -1% | -6 | 3% | 0% | -8%
COc1cccc(-c2nc(C=O)cs2)c1 | 40% | 0% | -1% | -6% | -2% | -1% | -13% | -1 | 1% | ? | -6%
COc1cccc(C2=NN(C(=O)c3ccc(C)o3)C(O)(C(F)(F)F)C2)c1 (centres undefined) | 4% | 0% | 8% | 2% | -6% | -4% | 18% | -36 | ? | -25% | -9%
Cc1ccc(NC(=O)COc2ccc(CCO)cc2-n2nc3ccccc3n2)cc1C | -26% | -1% | -1% | 2% | -8%[46.1 µM] | -4% | 7% | 4 | 15% | 18µM* | -11%
O=C(COC(=O)c1ccccc1SCC(=O)N1CCCC1)Nc1ccc(OC(F)F)cc1 | -20% | -5% | 3% | 7% | 1% | 8% | 5% | 5 | -18% | ? | -2%
O=C(Nc1cccnc1Oc1ccc(Cl)cc1)c1cccc2ccccc12 | -12% | -1% | 0% | 12% | 1% | -9% | 23% | 1 | -10% | 0% | -4%
CN(c1ccccc1)S(=O)(=O)c1cccc(C(=O)Nc2ccc3c(c2)CCC3)c1 | 0% | -3% | -1% | -1% | -5% | -3% | 25% | -6 | -3% | 15µM* | -14%
CCCCn1c(=O)c(-c2ccccc2)c(O)c2ccccc21 | 11% | -2% | -9% | -2% | -12% | -2% | 8% | 25 | 1% | 1% | -4%
Cc1ccc(CNC(=O)c2sc3ccc(S(=O)(=O)N4CCCCC4)cc3c2N)cc1 | . | . | -5% | -4% | -2%[46.1 µM] | . | ? | 2 | 4% | ? | -19%
COc1ccc(NC(=O)c2cc(-c3ccc(OC)c(OC)c3)nc3ccccc23)c(OC)c1 | 22% | -5% | 3% | 6% | 9% | -1% | 0% | -14 | 9% | ? | 13%
Cc1cc(-c2ccc(C(C)C)c(S(=O)(=O)NCc3ccco3)c2)on1 | -21% | -4% | -14% | -2% | 3% | -5% | -6% | -16 | 5% | 22% | -3%
COc1ccc(CC(=O)Nc2c3c(nn2C(C)(C)C)CS(=O)(=O)C3)cc1 | 13% | . | 1% | 1% | 3% | 0% | 1% | -6 | -3% | -3% | 1%
Cc1cc(C(=O)N/N=C/C=C/c2cccc([N+](=O)[O-])c2)n[nH]1 | -11% | -2% | -2% | -13% | 0% | -1% | -8% | -7 | -9% | -10% | -4%
CC(C)NC(=O)c1cc2cc([N+](=O)[O-])ccc2s1 | 6% | -6% | -6% | 0% | 5% | -1% | -3% | 0 | -1% | -19% | 10%
CCOc1cc(C)nc(NCCc2ccc(OC)c(OC)c2)n1 | -2% | 3% | -12% | -2% | -8% | 1% | 1% | 1 | 8% | ? | 3%
COc1ccc(NC(=O)c2ccc(N3CCCC3=O)cc2)cc1Cl | 7% | -4% | 0% | ? | -1%[46.1 µM] | 0% | . | 2 | 7% | 18% | 4%
Cc1ccc(S(=O)(=O)CCC(=O)Nc2cccc(S(=O)(=O)N3CCCCCC3)c2)cc1 | -45%[inhibitor] | -6% | 2% | 0% | 0% | -2% | -2% | -14 | ? | 5% | -15%
CSCC[C@H](NC(=O)[C@H]1CC[C@H](CNC(=O)[C@@H]2CCCN2)CC1)C(=O)O | 5% | -5% | 2% | -9% | -3% | 0% | -12% | -2 | 1% | 2% | -4%
O=C1C(=O)N(CCCO)C(c2ccc(Br)cc2)/C1=C(\O)c1ccc(Br)cc1 (centres undefined) | -4% | -9% | 2% | 12% | 0% | 3% | 0% | 4 | 0% | 2% | -13%
c1ccc(COc2ccc(Oc3nc(N4CCCCC4)nc(N4CCOCC4)n3)nn2)cc1 | 4% | 0% | 0% | 5% | 0% | -6% | 14% | -16 | 0% | ? | 9%
C=CCOc1nc2c(c(=O)n(C)c(=O)n2C)n1C | -16% | -7% | -14% | 2% | -2% | 3% | 0% | 3 | ? | -3% | -21%
COc1ccc(S(=O)(=O)NCCC(C)C)cc1OC | 13% | 2% | -1% | 2% | 6% | 5% | -2% | 0 | 5% | -1% | -29%
Cc1ccccc1C(=O)NC(=S)N(CCO)Cc1ccccc1 | -3% | 0% | -11% | -23% | 2% | -3% | -4% | -1 | 0% | -3% | -24%
COc1ccc(NC(=O)CSc2nnc(-c3cccnc3)o2)cc1 | 1% | -9% | -3% | -4% | -3% | 0% | -1% | -2 | -15% | ? | 8%
COc1cccc(C(=O)Nc2c3c(nc4c2CCC4)CCCC3)c1 | 12% | -1% | 3% | 8% | 0%[46.1 µM] | 2% | -1% | -2 | 1% | -1% | -6%
CCN1CCCC(Sc2nc3c([nH]2)c(=S)n(C)c(=O)n3C)C1 (centres undefined) | 14% | -4% | -7% | -23% | -7% | 1% | -28% | -7 | ? | 3% | 1%
CCOc1ccc(C(=O)N(CN2CCCC2=O)c2ccc(C)cc2)cc1 | -28% | -12% | 0% | -2% | 0%[46.1 µM] | 2% | -2% | 7 | -5% | ? | 0%
Oc1ccc(-c2cn3c(n2)SCC3)cc1 | ? | 0% | -3% | . | -4% | 0% | 0% | -3 | -12% | ? | -7%
Cc1csc(NC(=O)C2CCN(S(=O)(=O)c3ccccc3F)CC2)n1 | 33% | 1% | 0% | 0% | 0% | -2% | -11% | 5 | -1% | ? | -1%
